T cruzi growth: blocks T. cruzi growth in NIH3T3 culture | T. cruzi beta-gal in NIH3T3, GalScreen luminescence, 90 h | inhibition, % at 8.34 µM | 77,000 compounds, 5.9% hits | AID 624255;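 active = mean inhibition above about 93%, with at least 55% of replicates each passing it, limit read from the data, passing the limit was not always enough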
Pf Dd2 inh: blocks growth of Plasmodium falciparum Dd2 parasites. 94,000 compounds, 2.3% hits. P. falciparum Dd2 growth, SYBR Green, 72 h; hits give low values. activity change, % at 10 µM. AID 1159554; in the data active = activity change below about -80%
GASC1 inh: blocks human GASC-1 (KDM4C) demethylase activity; AID 720574; inhibition, % at 12.5 µM; 96,000 compounds, 0.15% hits; GST-KDM4C 2-372, H3K9me3 peptide, LANCE TR-FRET; Q9H3R0;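 active = mean replicate inhibition above about 25%, with at least 55% of replicates also reaching it, limit read from the data, passing the limit was not always enough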
Target sequence (Q9H3R0 2-372 limits assumed): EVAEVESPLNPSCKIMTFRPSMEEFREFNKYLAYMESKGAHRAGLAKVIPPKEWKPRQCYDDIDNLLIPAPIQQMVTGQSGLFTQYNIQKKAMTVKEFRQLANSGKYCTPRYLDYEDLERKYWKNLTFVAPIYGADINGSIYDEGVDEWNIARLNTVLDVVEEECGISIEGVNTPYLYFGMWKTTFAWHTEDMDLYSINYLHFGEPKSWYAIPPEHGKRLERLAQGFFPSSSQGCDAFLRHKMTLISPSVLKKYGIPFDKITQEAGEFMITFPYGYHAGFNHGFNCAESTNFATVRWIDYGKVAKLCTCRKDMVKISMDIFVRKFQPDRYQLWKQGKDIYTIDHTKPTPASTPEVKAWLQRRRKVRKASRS
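System: N-terminal GST-fused human GASC-1 (KDM4C) fragment, residues 2-372 / Amount: 10 nM GST-KDM4C in enzyme reaction / Also added: H3K9me3 peptide with Fe(II)/2OG / Times: 30 min demethylation and 1 h detection at room temperature / Signal: LANCE TR-FRET / Read-out basis: Fall in 671/618 emission ratio as inhibition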
C diff HTS: inhibitors of Clostridium difficile growth. Clostridium difficile clinical isolate growth, OD600, 24 h; hits give low values. AID 1259249. growth activity, negative = inhibition, % at 16 µg/mL (by protocol). 86,000 compounds, 0.25% hits;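 active = mean growth activity at or below -80% and every replicate also at or below -80%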;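 also: 0% = DMSO wells and -100% = levofloxacin 16 µg/mL wells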
Active calls of the source: *; nt = not tested or not shown; & = joins results of further samples.

SMILES | T cruzi growth | Pf Dd2 inh | GASC1 inh | C diff HTS
COc1ccc(CN(C)C[C@H]2Oc3ccc(NC(=O)Nc4ccc5c(c4)OCO5)cc3CC(=O)N([C@H](C)CO)C[C@H]2C)cc1 | 99* | 31 | -0.1 | -2
O=C(Nc1ccccc1)N1CC(=O)N2[C@H](CO)[C@@H](c3ccc(C#CC4CC4)cc3)[C@H]2C1 | nt | -23 | -1.1 | -18
CC(C)NC(=O)N(C)C[C@@H]1OCCCC[C@H](C)Oc2ccc(NC(=O)CCC(F)(F)F)cc2C(=O)N([C@H](C)CO)C[C@H]1C | 35 | 44 | -1.6 | 7
CS(=O)(=O)Nc1ccc2c(c1)[C@@H]1C[C@@H](CC(=O)NCc3cccc(F)c3)O[C@@H](CO)[C@@H]1O2 | nt | 3 | -3.6 | -2
C[C@@H]1CCCCO[C@@H](CN(C)S(=O)(=O)c2ccc(Cl)cc2)[C@@H](C)CN([C@H](C)CO)C(=O)c2cc(NS(=O)(=O)c3cn(C)cn3)ccc2O1 | 9 | -9 | -0.7 | -5
CCCNC(=O)[C@@H]1[C@@H](CO)[C@@H]2Cn3c(ccc(-c4ccccc4F)c3=O)[C@H]1N2CC1CC1 | 59 | 5 | 0.7 | -4
CCCNC(=O)N(C)C[C@@H]1Oc2cc(-c3ccccc3F)ccc2S(=O)(=O)N([C@@H](C)CO)C[C@H]1C | nt | -12 | -0.1 | -5
CC(C)NC(=O)Nc1cccc2c1O[C@@H](CN(C)S(=O)(=O)c1ccccc1)[C@H](C)CN([C@@H](C)CO)C2=O | 41 | 1 | 0.5 | 1
CC(C)NC(=O)Nc1cccc2c1O[C@H](CN(C)Cc1ccc3c(c1)OCO3)[C@H](C)CN([C@H](C)CO)C2=O | nt | 10 | 0.8 | -4
CN(C)CC#Cc1ccc([C@@H]2[C@H](CO)N3CCCCN(CC4CC4)C[C@@H]23)cc1 | -37 | -53 | 4.3 | 14
CCC(=O)N(C)C[C@@H]1Oc2ncc(-c3ccc(C(=O)N(C)C)cc3)cc2C(=O)N([C@H](C)CO)C[C@H]1C | 24 | 18 | 0.2 | -2
COc1ccc(S(=O)(=O)Nc2ccc3c(c2)C(=O)N([C@@H](C)CO)C[C@H](C)[C@@H](CN(C)Cc2ccc(C(=O)Nc4ccccc4N)cc2)O3)cc1 | 51 | -56 | -2.6 | -5
C[C@H](CO)N1C[C@H](C)[C@@H](CN(C)S(C)(=O)=O)Oc2ccc(NC(=O)Nc3ccc4c(c3)OCO4)cc2C1=O | -54 | 24 | 0.7 | nt
COc1cccc(-c2ccc3n(c2=O)C[C@@H]2[C@@H](CO)[C@H](C(=O)NC4CCC4)[C@H]3N2C)c1 | 21 | 9 | 1.0 | 3
CO[C@@H]1CN(C)C(=O)c2ccc(NC(=O)c3ccno3)cc2OC[C@@H](C)NC[C@@H]1C | nt | 14 | -0.1 | 2

Overlap with the part before: three compounds, followed by the next part.
SMILES | T cruzi growth | Pf Dd2 inh | GASC1 inh | C diff HTS
C[C@H](CO)N1C[C@H](C)[C@@H](CN(C)S(C)(=O)=O)Oc2ccc(NC(=O)Nc3ccc4c(c3)OCO4)cc2C1=O | -54 | 24 | 0.7 | nt
COc1cccc(-c2ccc3n(c2=O)C[C@@H]2[C@@H](CO)[C@H](C(=O)NC4CCC4)[C@H]3N2C)c1 | 21 | 9 | 1.0 | 3
CO[C@@H]1CN(C)C(=O)c2ccc(NC(=O)c3ccno3)cc2OC[C@@H](C)NC[C@@H]1C | nt | 14 | -0.1 | 2
C[C@@H]1CN([C@H](C)CO)C(=O)c2cc(NC(=O)Cc3ccccc3)ccc2O[C@@H](C)CCCCO[C@H]1CN(C)S(=O)(=O)c1ccc(F)cc1 | 83 | -72 | -1.0 | nt
COc1ccc2c3c(n(C)c2c1)[C@H](CO)N(Cc1nccs1)CC31CN(C)C1 | nt | 23 | 0.3 | 5
Cc1noc(C)c1S(=O)(=O)N(C)C[C@@H]1Oc2ccc(NC(=O)Cc3cn(C)c4ccccc34)cc2CC(=O)N([C@@H](C)CO)C[C@H]1C | 5 | -42 | -1.7 | -2
CCCC(=O)Nc1ccc2c(c1)C(=O)N(C)C[C@@H](OC)[C@H](C)CN(CC1CCCC1)[C@@H](C)CO2 | 0 | 3 | 1.1 | nt
Cc1ccc(S(=O)(=O)N[C@@H]2C=C[C@H](CC(=O)NCCCN(C)C)O[C@@H]2CO)cc1 | -33 | 9 | 2.0 | -1
C[C@@H]1CN([C@@H](C)CO)S(=O)(=O)c2ccc(C3=CCCCC3)cc2O[C@@H]1CN(C)Cc1cccnc1 | nt | -37 | -0.3 | -19
C[C@@H]1CN([C@H](C)CO)S(=O)(=O)c2ccc(-c3ccccc3)cc2O[C@H]1CN(C)C(=O)CN(C)C | 47 | -61 | 2.4 | 0
C[C@H](CO)N1C[C@H](C)[C@@H](CN(C)C(=O)NC2CCCC2)Oc2cc(Br)ccc2S1(=O)=O | nt | 16 | -0.5 | 4
C[C@H](CO)N1C[C@H](C)[C@H](CN(C)Cc2cccnc2)Oc2ncc(-c3ccc(F)cc3)cc2C1=O | 41 | 14 | 0.5 | -1
C[C@H](CO)N1C[C@H](C)[C@@H](CN(C)C)OCCCC[C@H](C)Oc2ccc(NS(C)(=O)=O)cc2C1=O | -8 | 35 | 1.4 | -1
C[C@H](CO)N1C[C@H](C)[C@H](CN(C)S(C)(=O)=O)OCCCC[C@H](C)Oc2ccc(NS(=O)(=O)c3ccc(F)cc3)cc2C1=O | -58 | -35 | 0.0 | 5
Cc1noc(C)c1NC(=O)N(C)C[C@H]1Oc2ccc(NS(=O)(=O)c3c(C)noc3C)cc2C(=O)N([C@H](C)CO)C[C@H]1C | 15 | 13 | -0.3 | -4
CCCNC(=O)NC[C@@H]1[C@H](c2ccc(C3=CCCC3)cc2)[C@@H](CO)N1C(=O)CC | -41 | 12 | 1.6 | 4
COc1ccc2c3c(n(C)c2c1)[C@H](CO)N(C(=O)C1CCOCC1)CC31CN(C(=O)C2CCOCC2)C1 | nt | -1 | 4.7 | -4
COCC#Cc1cnc2c(c1)C(=O)N([C@@H](C)CO)C[C@@H](C)[C@H](CN(C)Cc1ccc(F)cc1)O2 | -20 | -5 | -0.4 | -3
C[C@@H]1CN([C@@H](C)CO)C(=O)c2cc(-c3ccncc3)cnc2O[C@@H]1CN(C)C(=O)Cc1ccccn1 | -12 | 5 | -2.0 | 0
Cc1noc(C)c1S(=O)(=O)N(C)C[C@@H]1Oc2ccc(NC(=O)Cc3cn(C)c4ccccc34)cc2CC(=O)N([C@H](C)CO)C[C@@H]1C | 56 | -66 | -0.9 | -3
O=C(Nc1ccc(F)cc1)N1CCCCN2[C@H](CO)[C@@H](c3ccc(-c4cccc(F)c4)cc3)[C@H]2C1 | 91 | -39 | -1.5 | 37
Cc1ccc(S(=O)(=O)N(C)C[C@@H]2Oc3cc(C#CC4CCCC4)ccc3S(=O)(=O)N([C@@H](C)CO)C[C@H]2C)cc1 | 127* | -69 | 6.5 | 15
O=C(C1CCOCC1)N1CC(=O)N2[C@H](CO)[C@H](c3ccc(Br)cc3)[C@H]2C1 | nt | 15 | -1.5 | -3
C[C@H]1CN([C@@H](C)CO)C(=O)c2cccc(NC(=O)c3cnccn3)c2O[C@H]1CN(C)S(=O)(=O)c1cn(C)cn1 | -18 | 4 | -0.4 | -1
C[C@@H]1CN([C@@H](C)CO)C(=O)c2cccc(NS(=O)(=O)c3ccc(Cl)cc3)c2O[C@H]1CN(C)C(=O)Nc1ccc2c(c1)OCO2 | 12 | -6 | 1.3 | -5
CN1c2ccc(-c3ccc(C#N)cc3)cc2[C@@H]2[C@@H](CCN2S(=O)(=O)c2ccc(F)cc2)[C@@H]1CO | 93 | -10 | -2.2 | -13
CNC[C@@H]1Oc2cc(C#Cc3ccc(OC)cc3)ccc2S(=O)(=O)N([C@@H](C)CO)C[C@H]1C | 85 | -85* | -2.7 | 3
CNC[C@@H]1Oc2ccc(NS(=O)(=O)c3ccc(F)cc3)cc2CC(=O)N([C@H](C)CO)C[C@@H]1C | nt | 5 | -0.8 | 0
CNC[C@@H]1Oc2cc(Br)ccc2S(=O)(=O)N([C@@H](C)CO)C[C@H]1C | nt | -5&6 | -3.3 | -5&-2
C[C@@H]1CN([C@H](C)CO)C(=O)c2cc(C#Cc3ccccc3F)cnc2O[C@@H]1CN(C)C(=O)Cc1ccncc1 | 76 | -79 | -1.0 | 8
O=C(C[C@H]1C[C@@H]2c3cc(NC(=O)C4CCOCC4)ccc3O[C@@H]2[C@@H](CO)O1)NCc1ccc(Oc2ccccc2)cc1 | 156* | -69 | -0.4 | nt
C[C@@H]1CN([C@@H](C)CO)S(=O)(=O)c2ccc(Br)cc2O[C@H]1CN(C)S(=O)(=O)c1ccccc1 | nt | 5 | 0.8 | 2
C[C@@H]1CCCCO[C@@H](CN(C)C(=O)C2CCCCC2)[C@@H](C)CN([C@@H](C)CO)C(=O)c2cc(NS(=O)(=O)c3cccs3)ccc2O1 | 110* | -42 | -1.8 | 1

Complete entries from above. Screens in order: T cruzi growth | Pf Dd2 inh | GASC1 inh | C diff HTS
COc1cccc(-c2ccc3n(c2=O)C[C@@H]2[C@@H](CO)[C@H](C(=O)NC4CCC4)[C@H]3N2C)c1 is entered as 21 | 9 | 1.0 | 3
CCCNC(=O)NC[C@@H]1[C@H](c2ccc(C3=CCCC3)cc2)[C@@H](CO)N1C(=O)CC is entered as -41 | 12 | 1.6 | 4
C[C@@H]1CN([C@@H](C)CO)C(=O)c2cc(-c3ccncc3)cnc2O[C@@H]1CN(C)C(=O)Cc1ccccn1 is entered as -12 | 5 | -2.0 | 0
C[C@H](CO)N1C[C@H](C)[C@H](CN(C)Cc2cccnc2)Oc2ncc(-c3ccc(F)cc3)cc2C1=O is entered as 41 | 14 | 0.5 | -1

Additional structures
SMILES | T cruzi growth | Pf Dd2 inh | GASC1 inh | C diff HTS
CNC[C@H]1Oc2c(NC(=O)c3nc4ccccc4s3)cccc2C(=O)N([C@H](C)CO)C[C@H]1C | -57 | -62 | -2.3 | -1
N#Cc1ccc(-c2ccc3c(c2)[C@@H]2[C@@H](CCN2C(=O)C2CCC2)[C@H](CO)N3)cc1 | nt | -42 | -3.8 | -4
COCC(=O)Nc1ccc2c(c1)C(=O)N(C)C[C@@H](OC)[C@H](C)CN(Cc1ccccc1F)[C@@H](C)CO2 | 48 | -59 | 0.6 | nt
COc1ccc(NC(=O)N(C)C[C@@H]2Oc3ccc(NC(=O)Cc4ccccc4)cc3C(=O)N([C@@H](C)CO)C[C@H]2C)cc1 | -2 | 2 | -0.1 | 0
OC[C@@H]1Nc2ccc(C#Cc3ccc(F)cc3)cc2[C@H]2NCC[C@@H]12 | nt | -89* | nt | 48
C[C@H]1CN([C@@H](C)CO)C(=O)c2cccc(NC(=O)Nc3ccc4c(c3)OCO4)c2O[C@H]1CN(C)CC1CCCCC1 | -4 | -14 | -1.9 | 0
O=C(c1cccnc1)N1CC(=O)N2[C@@H](CO)[C@@H](c3ccc(/C=C/c4ccccc4)cc3)[C@@H]2C1 | nt | -18 | -0.4 | -1
C[C@@H]1CCCCO[C@H](CN(C)Cc2ccc(C(F)(F)F)cc2)[C@H](C)CN([C@@H](C)CO)C(=O)c2cc(NS(=O)(=O)c3ccc(Cl)cc3)ccc2O1 | 90 | -34 | -0.3 | 23
COc1ccc(-c2ccc([C@@H]3[C@H](C#N)N(C(=O)NC4CCCC4)[C@H]3CO)cc2)cc1 | 80 | -18 | -3.1 | 0
CC(C)CC#Cc1ccc([C@H]2[C@@H](CO)N3C(=O)CN(C(=O)CN4CCOCC4)C[C@H]23)cc1 | nt | -3 | -0.5 | -9
COc1cccc(-c2ccc3c(c2)[C@@H]2[C@@H](CCN2C(=O)c2cccc(F)c2)[C@@H](CO)N3)c1 | 83 | -3 | 0.6 | -5
OC[C@H]1[C@@H](c2ccc(Br)cc2)[C@H]2CN(Cc3ccccn3)CCCCN21 | 25 | 19 | -0.4 | 4
CN(C)C(=O)C[C@@H]1CC[C@H]2[C@@H](COC[C@@H](O)CN2CC2CCCC2)O1 | 48 | -2 | 1.1 | 4
CNC[C@H]1Oc2ccc(NC(=O)Nc3ccc(OC)cc3)cc2CC(=O)N([C@H](C)CO)C[C@H]1C | 29 | -3 | -3.5 | 0
COc1ccccc1NC(=O)N[C@H]1CC[C@@H](CCNS(=O)(=O)c2ccc(F)cc2)O[C@H]1CO | -10 | -3 | 1.1 | -2
CN1C(=O)c2cc(NC(=O)c3cccc(Cl)c3)ccc2OC[C@H]2O[C@@H](CC(=O)NC3CCCCC3)CC[C@@H]21 | nt | 8 | 1.1 | 2
N#Cc1ccc(-c2ccc([C@H]3[C@H](CO)N4C(=O)CN(C(=O)Cc5ccccc5)C[C@@H]34)cc2)cc1 | nt | 7 | -2.8 | -7
COCC(=O)Nc1ccc2c(c1)[C@@H]1C[C@H](CC(=O)NCc3ccncc3)O[C@@H](CO)[C@@H]1O2 | 38 | 24 | 0.9 | 0
CCNC(=O)C[C@@H]1CC[C@@H]2[C@H](COc3ccc(NC(=O)C4CCCCC4)cc3C(=O)N2C)O1 | -35 | -22 | 2.0 | -3
O=C(NC1CCC1)[C@H]1[C@H](CO)[C@H]2Cn3c(ccc(-c4cncnc4)c3=O)[C@@H]1N2CCc1ccccc1 | 28 | 7 | -0.1 | 0

Source: PubChem BioAssay (Broad Institute)
